SRC1 TRFRET art: TR-FRET artefact, counter-screen to PPARgamma/SRC-1 agonist assay. AID 1051. TR-FRET ratio at 8 µM. 99,000 tested, 0.34% active. TR-FRET detection artefact counter-screen, emission ratio; hits give high values; in the data active means TR-FRET ratio above about 2300; further: inactives centre near 1800; reference of the scale not given here
SRC3 TRFRET art: counter-screen for PPARgamma SRC-3 recruitment agonists: TR-FRET artefact; TR-FRET ratio at 8 µM; PPARgamma/SRC-3 format; hits give high values; 99,000 tested, 0.39% active; AID 1048; in the data active means TR-FRET ratio above about 2000; further: inactives centre near 1600; reference of the scale not given here
Active calls of the source: *. An excerpt. The share of hits here may be higher or lower than overall.

SMILES | SRC1 TRFRET art | SRC3 TRFRET art
COc1cc(CNCCc2ccccc2)cc(Cl)c1OCc1ccccc1 | 1710 | 1719
Cc1ccc(CN2CCN(/N=C/c3ccc(C)s3)CC2)cc1 | 1726 | 1583
Cc1ccccc1-c1ccccc1N | 1754 | 1513
CC(C)CCN(CCC(C)C)C(CO)(CO)CO | 1835 | 1386
C[C@@H](NC(=O)c1nc[nH]c1C(=O)N[C@@H](Cc1ccccc1)C(=O)OCc1ccccc1)c1ccccc1 | 1593 | 1549
CN(Cc1ccccc1)C(=O)COC(=O)C1CCN(S(=O)(=O)c2cccs2)CC1 | 2220 | 1694
CCc1cc2ccccc2nc1SCC(=O)N1CCN(C(=O)c2ccco2)CC1 | 1909 | 1493
COc1ccc(/C=N/NC(=O)C2C3CCCCC32C)cc1OC (centres undefined) | 1492 | 1451
N#C/C(=C\c1ccco1)C(=O)Nc1ccc(S(N)(=O)=O)cc1 | 1771 | 1675
C(=N/N1CCN(c2ccccc2)CC1)/c1ccncc1 | 1644 | 1428

Ordered by length of the SMILES (highest first): some entries from above.
SMILES | SRC1 TRFRET art | SRC3 TRFRET art
CN(Cc1ccccc1)C(=O)COC(=O)C1CCN(S(=O)(=O)c2cccs2)CC1 | 2220 | 1694
N#C/C(=C\c1ccco1)C(=O)Nc1ccc(S(N)(=O)=O)cc1 | 1771 | 1675
COc1ccc(/C=N/NC(=O)C2C3CCCCC32C)cc1OC (centres undefined) | 1492 | 1451

Going on with the list:
SMILES | SRC1 TRFRET art | SRC3 TRFRET art
CC(C)(C)c1ccc(C(=O)Nc2cccc3c(=O)[nH][nH]c(=O)c23)cc1 | 2071 | 1690
COc1ccc(C2CC(C(F)(F)F)n3nc(C(=O)NCCN4CCOCC4)cc3N2)cc1 (centres undefined) | 1862 | 1661
COc1cc(-c2[nH]ncc2CN2CCCC2c2nonc2C)cc(OC)c1OC (centres undefined) | 1920 | 1844
COc1ccccc1N1CCN(C(C)C(=O)N2CC(C)OC(C)C2)CC1 (centres undefined) | 1581 | 1621
CCCOc1ccc(/C=N/NC(=O)C(C)Sc2ccccn2)cc1OCC (centres undefined) | 1679 | 1440
Cc1cccc(CC(=O)Nc2cc(=O)n(C)c(=O)n2C)c1 | 1896 | 1514
Cc1ccc(OCC(=O)N/N=C\c2ccc(O)c([N+](=O)[O-])c2)c([N+](=O)[O-])c1 | 1756 | 1721
Cc1c(CCOC(=O)C23CC4CC(CC(C)(C4)C2)C3)sc[n+]1CC(=O)c1ccccc1 | 1904 | 1559
COC(=O)c1ccc(C(=O)OC)c(NC(=S)N2CCC(C)CC2)c1 | 1562 | 1556
CC1CCc2c(sc3ncn(CC(=O)N4CCCCC4)c(=O)c23)C1 (centres undefined) | 1958 | 1456

Individual results from the list.
`Cc1ccc(OCC(=O)N/N=C\c2ccc(O)c([N+](=O)[O-])c2)c([N+](=O)[O-])c1` in SRC3 TRFRET art reads 1721
`COC(=O)c1ccc(C(=O)OC)c(NC(=S)N2CCC(C)CC2)c1` in SRC3 TRFRET art reads 1556
`Cc1cccc(CC(=O)Nc2cc(=O)n(C)c(=O)n2C)c1` in SRC1 TRFRET art reads 1896
`COc1ccc(C2CC(C(F)(F)F)n3nc(C(=O)NCCN4CCOCC4)cc3N2)cc1` (centres undefined) in SRC1 TRFRET art reads 1862
`COc1ccccc1N1CCN(C(C)C(=O)N2CC(C)OC(C)C2)CC1` (centres undefined) in SRC3 TRFRET art reads 1621

Continued:
SMILES | SRC1 TRFRET art | SRC3 TRFRET art
O=C(COc1ccccc1Cl)NCCC1=CCCCC1 | 1666 | 1471
O=C(Nc1ccccc1-c1ccccc1)C1CCCC1 | 1784 | 1585
CCOC(=O)c1ccc(-n2c(CN3CCN(CC)CC3)nc3ccc([N+](=O)[O-])cc3c2=O)cc1 | 1728 | 1579
CN(C)S(=O)(=O)c1ccc(Cl)c(NC(=O)COC(=O)C2CSC3(C)CCC(=O)N23)c1 (centres undefined) | 1726 | 1502
Cc1c(NC(=O)CN2C(=O)NC3(CCC(C)CC3)C2=O)c(=O)n(-c2ccccc2)n1C (centres undefined) | 1814 | 1595
COc1ccc(NC(=O)C2CCN(S(=O)(=O)c3ccc(OC)c(OC)c3)CC2)c(OC)c1 | 1839 | 1646
S=C(c1c[nH]c2ccc(Br)cc12)N1CCOCC1 | 1882 | 1541
Cc1ccc(S(=O)(=O)CCSc2cccc(C(=O)Nc3ccccc3C(=O)O)c2)cc1 | 1791 | 1759
CCOC(=O)N1CCC(N(CCOC)C(=O)Nc2ccc(Cl)c(Cl)c2)CC1 | 1633 | 1452
Cc1ccc(C)c(Nc2ncccc2C(=O)NCc2cccs2)c1 | 1887 | 1426
CCOC(=O)c1ccc(NC(=O)c2n[nH]c(=O)c3ccccc23)cc1 | 1988 | 1500
CCN(CC)C(=O)c1cc2c(=O)c3cc(Cl)ccc3oc2nc1C | 1693 | 1553
O=C(O)c1cccc(NC(=O)c2cc(S(=O)(=O)N3CCOCC3)cs2)c1 | 1927 | 1754
Cc1cc(C(=O)NC(C)Cc2ccccc2)cc(C)c1[N+](=O)[O-] (centres undefined) | 1690 | 1589
Nc1nc(CN2CCN(c3ccccc3F)CC2)nc(N2CCCc3ccccc32)n1 | 1823 | 1675
Cc1cccc(N2C(=O)C(Oc3ccc(Cl)cc3Cl)C2C=O)c1C (centres undefined) | 1809 | 1551
O=C(/C=C/c1ccc2c(c1)OCO2)c1ccco1 | 1692 | 1749
Cc1cccc2cc(CN(Cc3cccs3)S(=O)(=O)c3ccc4c(c3)OCCO4)c(=O)[nH]c12 | 1687 | 1688
CC(NC(c1ccccc1)c1ccccc1)C(=O)N1CCCc2ccccc21 (centres undefined) | 1756 | 1629
Cc1cc(C)n2nc(SC(C)C(=O)Nc3ccc(Cl)cn3)nc2n1 (centres undefined) | 1531 | 1706
CCN(CC)c1ccc(/C=C(/C#N)C(=O)NC(C)C)o1 | 1986 | 1592
O=C1c2ccccc2C(O)N1Cc1ccccc1Cl (centres undefined) | 2008 | 1707
Cc1ccc(S(=O)(=O)Cn2nnnc2C(CC(C)C)N2CCN(C)CC2)cc1 (centres undefined) | 1664 | 1412
CS(=O)(=O)N1CCCC(c2nc(-c3ccc(S(=O)(=O)NCc4ccccc4)cc3)no2)C1 (centres undefined) | 1731 | 1458
Cc1ccc(Cn2c(Sc3ncccn3)nc3c2c(=O)[nH]c(=O)n3C)cc1 | 1565 | 1650
O=C(/C=C/c1ccc([N+](=O)[O-])cc1)NCc1cccs1 | 1809 | 1458
O=C(NC(Cc1ccccc1)C(=O)O)/C(=C\c1ccco1)NC(=O)c1ccccc1Br (centres undefined) | 1890 | 1595
COc1ccc(N2CCN(C(=O)[C@H](Cc3c[nH]c4ccccc34)NC(C)=O)CC2)cc1 | 1906 | 1631
COC(=O)c1ccc(CSc2cc(C)c3cccc(C)c3n2)o1 | 1822 | 1471
Cc1ccc(S(=O)(=O)Nc2c(C)nc3nc[nH]n3c2=O)c(C)c1 | 1806 | 1643
CC1CC(NNC(=O)c2ccccc2)=Nc2ccccc2N1C (centres undefined) | 1544 | 1577
Fc1ccccc1N1CCN(c2ncnc3[nH]ncc23)CC1 | 1994 | 1807
COc1ccc(NC(=O)c2cc(C)on2)cc1 | 1795 | 1576
COc1ccc(OCC(=O)NC2CC(C)(C)NC(C)(C)C2)cc1 | 1955 | 1839
CC(NC(=O)COC(=O)CSCc1ccccc1)c1ccccc1 (centres undefined) | 1737 | 1420
CC1CCN(CCOc2cccc(Br)c2)CC1 | 1582 | 1645
CCOC(=O)c1c(NC(=O)C2COc3ccccc3O2)sc2c1CC(C)(C)NC2(C)C (centres undefined) | 1577 | 1422
COc1ccc2cc(C(=O)C3CCCN(Cc4cnc(N5CCOCC5)s4)C3)ccc2c1 (centres undefined) | 2003 | 1508
COc1cccc(Nc2ccc(-n3ccnc3)nn2)c1 | 1967 | 1626
Cc1ccc(-c2nc(CS(=O)(=O)CC(=O)N3CCCCCC3)c(C)o2)cc1 | 1734 | 1621
C=C(C)CNC(=S)NNC(=O)CCn1c2ccc(Cl)cc2c2cc(Cl)ccc21 | 1720 | 1610
COc1ccc(N=C2C(=O)N3c4c(cccc42)C(C)=CC3(C)C)cc1 | 1847 | 1393
Cc1c(NC2(C#N)CCCC2)c(=O)n(-c2ccccc2)n1C | 1873 | 1636
CCC(C(=O)NN1C(=O)c2ccccc2C1=O)c1ccccc1 (centres undefined) | 1614 | 1359
Cc1[nH]n(-c2ccccc2)c(=O)c1C=NCC1CCCO1 (centres undefined) | 1877 | 1581
CCC1CCCCN1CCCNC(=O)CCCNC(=O)Cn1cnc2sc3c(c2c1=O)CCCC3 (centres undefined) | 1453 | 1286
COC(=O)c1cnc(SCc2ccc(Cl)cc2)n1C | 1630 | 1390
Cc1ccc(C(=O)Nc2nnc(-c3ccco3)o2)cc1C | 1549 | 1236
Cc1[nH]c(=O)[nH]c(=O)c1S(=O)(=O)N1CCCC(C(=O)NCc2ccc3c(c2)OCO3)C1 (centres undefined) | 1725 | 1471
C=CCN(C(=O)CCC(=O)O)C1CC(=O)N(c2ccc(OCCC)cc2)C1=O (centres undefined) | 1741 | 1773

More compounds follow:
SMILES | SRC1 TRFRET art | SRC3 TRFRET art
O=C(N/N=C/c1ccncc1)c1cccc([N+](=O)[O-])c1 | 1703 | 1584
COc1cccc(C2SCC(=O)N2c2ccc(C)cc2)c1OC (centres undefined) | 1705 | 1413
COc1ccc(/C=C2\CCCC3C2=NC(=S)NC3c2ccc(OC)cc2)cc1 (centres undefined) | 1633 | 1769
COc1ccc(C(=O)N/N=C/c2ccc(OC(=O)c3ccccc3)cc2)cc1 | 1826 | 1530
CCOC(=O)Cc1csc(NC(=O)c2cc(=O)c3ccccc3o2)n1 | 1724 | 1329
Cc1c(C=O)c2ccccc2n1CC(=O)NCc1ccccc1 | 1631 | 1488
Cc1cccc2sc(NC(=O)c3cccc(S(=O)(=O)N4CCc5ccccc54)c3)nc12 | 1905 | 1652
C/C(CC(=O)Nc1ccc2c(c1)OCO2)=N\NC(=O)OC(C)(C)C | 1643 | 1754
O=C(NCCSc1c(-c2ccccc2)[nH]c2ccccc12)c1cc2ccccc2oc1=O | 1723 | 1882
COc1ccc(C(=O)NCC(=O)OCC(=O)c2ccc3c(c2)NC(=O)CO3)cc1 | 1790 | 1617
CCOC(=O)c1[nH]cnc1C(=O)Nc1cccc(Cl)c1 | 1723 | 1597
COc1ccc(C(=O)Nc2ccnc(-c3cccnc3)n2)cc1 | 1870 | 1427
COc1ccc(CCC(=O)NNC(=S)Nc2cccc(C(C)=O)c2)cc1 | 1830 | 1695
Cc1ccc(S(=O)(=O)N2CCOCC2)cc1NC(=O)COC(=O)c1cccnc1Cl | 1776 | 1430
COc1cc2c(cc1OC)C(COc1ccccc1OC)N(C(=O)c1ccco1)CC2 (centres undefined) | 2115 | 1650
Cc1cc(C(=O)NCc2ccco2)cs1 | 1808 | 1487
O=C(/C=C/Nc1ccccc1Oc1ccccc1)c1ccco1 | 1706 | 1558
CCN(CC)CCSc1nc(O)c(-c2ccccc2)c(=O)[nH]1 | 1929 | 1342
COc1ccc2oc(=O)c(-c3cn4ccc(C)cc4n3)cc2c1 | 1691 | 1427
O=C(Nc1ccc(S(=O)(=O)Nc2ncccn2)cc1)c1cncc(Br)c1 | 1639 | 1326
COc1ccc(C(=O)CSc2nc(C)cc(C)n2)cc1[N+](=O)[O-] | 1472 | 1603
CC1=C(C(=O)Nc2ccccc2C(F)(F)F)C(c2ccc(C)s2)NC(=S)N1 (centres undefined) | 2048 | 1626
COC(=O)c1c(NC(=O)CC2SC(N)=NC2=O)sc2c1CCC(C(C)(C)C)C2 (centres undefined) | 1500 | 1568
O=[N+]([O-])c1cc(S(=O)(=O)c2ccc(N3CCCCC3)c([N+](=O)[O-])c2)ccc1N1CCCCC1 | 1393 | 1600
c1coc(C2Nc3ccccc3-c3nc4ccccc4n32)c1 (centres undefined) | 2090 | 1604
COc1cc(-c2nc(CN3CCCN(C(=O)c4ccco4)CC3)c(C)o2)ccc1F | 1827 | 1752
COc1cc(S(=O)(=O)N2CCOCC2)ccc1NC(=O)COC(=O)COc1ccccc1 | 1733 | 1416
CC1=C(C(=O)OCC2CCCO2)C(c2ccc(Cl)cc2)NC(=O)N1 (centres undefined) | 1620 | 1412
CN1CCN(NC(=O)c2cn(-c3ccccc3)nc2-c2ccc(OC(F)F)cc2)CC1 | 1487 | 1490
CC1(C)CC=C(NNC(=O)c2cccnc2)C(=O)C1 | 1881 | 1330
COc1ccc(N2CCN(c3c(S(=O)(=O)c4ccccc4)cnc4ccc(OC)cc34)CC2)cc1 | 1639 | 1623
O=C(CSc1ncnc2sccc12)Nc1ccccc1 | 1894 | 1555
O=C1c2ccccc2C(=O)N1CC(=O)N1c2ccccc2Sc2ccc(C(F)(F)F)cc21 | 1913 | 1500
O=C(NCc1cccs1)c1ccc(S(=O)(=O)N2CCCCC2)cc1 | 1793 | 1439
CC1(C)Cc2nc(N)c(C(=O)NCCO)cc2CO1 | 1753 | 1652
CC(C)SCc1cc(N2CCCC2)nc(-c2ccccc2)n1 | 1805 | 1703
Cc1ccc(C(=O)NC(=S)N2CCN(c3ccc([N+](=O)[O-])cc3)CC2)cc1 | 1797 | 1576
C=C(C)[C@@H]1CC=C(CN2CCC(CCOC)(C(=O)OCC)CC2)CC1 | 1723 | 1400
COc1ccccc1NC(=O)C(=O)N1CCCC1 | 1924 | 1467
CCn1c(SCC(=O)N2CCCc3ccccc32)nc2c(c1=O)SC(C)C2 (centres undefined) | 1768 | 1538
CCCCCCCC(=O)OCC(O)CO (centres undefined) | 1635 | 1439
Clc1ccc(Nc2nc3cccnc3s2)cc1 | 1769 | 1508
C=CCC1(NC(C)c2ccccc2)CCCCC1 (centres undefined) | 1644 | 1509
O=C(CSc1nc(-c2ccc(F)cc2)nc2ccc(F)cc12)Nc1cccc(C(=O)O)c1 | 1892 | 1718
c1ccc2c(c1)oc1c(NCc3ccc4c(c3)OCO4)ncnc12 | 1620 | 1342
Cc1cc(C)c2sc(N(CCCN(C)C)C(=O)CN3C(=O)c4ccccc4C3=O)nc2c1 | 1840 | 1520
CC(=O)Nc1cc(-c2ccc(F)cc2)[nH]n1 | 1562 | 1630

High-throughput results deposited in PubChem by The Scripps Research Institute Molecular Screening Center.
